Source: PubChem BioAssay (National Center for Advancing Translational Sciences (NCATS))
FLuc counter = qHTS profiling assay for firefly luciferase inhibitor/activator using purifed enzyme and Km concentrations of substrates (counterscreen for miR-21 project) | Luciferin 4-monooxygenase (Photinus pyralis), P08659 | purified FLuc, Km substrates, luminescence inhibition | Potency, µM (titrated, usually from 57.5 µM), for the others: at the highest dose activity change, negative = inhibition, most hits filed as inhibitors | 6.9% of 360,000 active;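 further: plate controls were vehicle for no effect and reference inhibitor for full effect; nearly all actives have a fitted effect of over 55% in size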
Target sequence (P08659 whole entry, looked up): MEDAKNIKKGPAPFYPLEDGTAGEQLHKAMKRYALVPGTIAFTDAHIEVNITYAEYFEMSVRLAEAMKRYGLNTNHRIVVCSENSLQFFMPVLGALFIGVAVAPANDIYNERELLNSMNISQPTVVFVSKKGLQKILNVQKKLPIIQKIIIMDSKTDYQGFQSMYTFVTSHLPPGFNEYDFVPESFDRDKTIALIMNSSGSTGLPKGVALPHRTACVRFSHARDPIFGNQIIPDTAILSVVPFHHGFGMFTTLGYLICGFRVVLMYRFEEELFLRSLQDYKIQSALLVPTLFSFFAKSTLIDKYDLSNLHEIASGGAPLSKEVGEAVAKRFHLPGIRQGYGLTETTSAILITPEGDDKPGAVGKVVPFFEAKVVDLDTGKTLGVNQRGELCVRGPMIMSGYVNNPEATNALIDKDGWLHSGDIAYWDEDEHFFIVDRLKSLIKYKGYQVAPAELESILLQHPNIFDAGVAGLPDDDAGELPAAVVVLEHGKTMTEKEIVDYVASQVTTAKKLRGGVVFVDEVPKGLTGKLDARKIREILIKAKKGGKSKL
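Purified P. pyralis luciferase, 10 nM final, with Km-level 10 uM D-luciferin and 10 uM ATP in 50 mM Tris acetate pH 7.5, 10 mM Mg acetate, 0.01% Tween-20, 0.05% BSA; 6-point qHTS titration about 60 µM downward; luminescence read.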
p53 reactivator = qHTS assay for re-activators of p53 using a Luc reporter; 0.063% of 320,000 active; H1299 p53-A138V BP100-luciferase reporter, luminescence, 24 h; AID 504706, 2011; Potency, µM (top dose mostly 92.2 µM), without a hit: at the highest dose activity change, positive = activation, hits mostly activators; further: % of control where 0% means no effect; nearly all actives have a fitted effect of over 45% in size
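H1299 (p53-null), stable ts p53-A138V + BP100-Luc; 1000 cells/well, Opti-MEM/10% FBS; cpd 4 pt, 1:5; 24 h, 37 deg C, 5% CO2; detection reagent 10 min RT; luminescence.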
NPC1 prom act = qHTS Assay for NPC1 Promoter Activators; Huh7 NPC1 promoter luciferase reporter, 24 h; Potency, µM (doses to about 9.22 µM), for the others: at the top dose activation, most hits filed as activators; 2.4% of 320,000 active;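 further: % of control where 0% means no effect; nearly all actives have a fitted effect of over 60% in size; reporter is driven by a mutant NPC1 promoter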
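NPC1 promoter–luciferase Huh7 cells; 24 h compound; luminescence.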
VP16 counter = VP16 counterscreen qHTS for inhibitors of ROR gamma transcriptional activity. Potency, µM (doses to about 53.6 µM), for the others: at the top dose activity, negative = inhibition, hits mostly inhibitors. AID 2546, 2010. 3.5% of 310,000 active. Drosophila S2 Gal4-VP16 UAS-luciferase, luminescence, 20 h;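 further: Gal4-VP16 expression switched on by copper sulfate through the metallothionein promoter; on the % scale 0 is the no-effect control and ±100 the full control effect; nearly all actives have a fitted effect of over 50% in size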
RORg inh = qHTS for inhibitors of ROR gamma transcriptional activity | AID 2551, 2010 | Nuclear receptor ROR-gamma (Mus musculus), P51450 | 5.4% of 310,000 active | Potency, µM (highest dose often 53.6 µM), inactives show at the top dose activity change, negative = inhibition, actives largely listed as inhibitors | Drosophila S2 Gal4-RORgamma UAS-luciferase reporter, 20 h; further: on the % scale 0 is the no-effect control and ±100 the full control effect; nearly all actives have a fitted effect of over 60% in size
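Drosophila S2 cells stably expressing Gal4-DBD/mouse RORγ fusion under metallothionein promoter plus UAS-luciferase; compound 1 h, then 700 uM CuSO4 induction for 20 h at ambient temperature; inhibition read as reduced luminescence.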
Rab9 promoter act = qHTS Assay for Rab9 Promoter Activators. Huh7 Rab9 promoter-luciferase reporter, luminescence, 24 h. Potency, µM (doses to about 9.22 µM), inactives show at the highest dose activation, negative = inhibition, usual class: activators. 2.8% of 320,000 active; further: % of control where 0% means no effect; nearly all actives have a fitted effect of over 60% in size
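Luminescence from Amplite-detected luciferase (10 minutes, ambient) reports Rab9 promoter activation. Before that, stable Rab9-luciferase Huh7 cells (1500/well, reduced-serum OP-MEM I plus 10% FBS) were exposed to compound for 24 hours at 37C.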
MBNL1 CUG block = qHTS Assay for Inhibitors of MBNL1-poly(CUG) RNA binding; Muscleblind-like protein 1 (Homo sapiens), Q9NR56; TR-FRET MBNL1-His/biotin-(CUG)12 binding, 665/545 ratio; Potency, µM (titrated, usually from 57.5 µM), without a hit: top-dose activity change, negative = inhibition, usual class: inhibitors; 0.036% of 280,000 active; active means well fitted inhibition curve with a large enough effect in the signal ratio, with a control signal flat, not every such curve was filed as active; inconclusive means small, poorly fitted or top-dose-only effect, or effect the other way, or a change in a side signal; inactive means no such curve, though single readings can be large or run the other way; the % refers to the signal ratio; further: on the % scale 0 is the no-effect control and ±100 the full control effect
Target sequence (Q9NR56 whole entry, looked up): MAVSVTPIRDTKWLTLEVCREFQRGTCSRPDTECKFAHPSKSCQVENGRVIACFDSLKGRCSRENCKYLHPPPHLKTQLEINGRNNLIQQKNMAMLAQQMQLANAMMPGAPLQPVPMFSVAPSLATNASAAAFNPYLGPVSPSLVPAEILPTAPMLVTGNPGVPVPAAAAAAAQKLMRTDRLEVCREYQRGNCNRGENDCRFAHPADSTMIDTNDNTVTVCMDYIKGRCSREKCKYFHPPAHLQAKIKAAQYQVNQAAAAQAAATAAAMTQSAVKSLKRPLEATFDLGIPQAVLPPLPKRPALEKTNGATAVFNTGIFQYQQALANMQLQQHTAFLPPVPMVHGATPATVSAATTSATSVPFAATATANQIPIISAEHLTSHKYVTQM
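His-tagged MBNL1 binding to biotinylated (CUG)12 RNA was measured by TR-FRET using terbium anti-His antibody (0.055 ng/ul final) and streptavidin-XL665 (5 nM final). Compounds were titrated 92 nM to 58 uM; 60 min at room temperature.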
ELG1 genotoxic = qHTS screen for small molecules that induce genotoxicity in human embryonic kidney (HEK293T) cells expressing luciferase-tagged ELG1 | 1.3% of 330,000 active | Potency, µM (top dose mostly 46 µM), without a hit: top-dose activity change, positive = activation, hits mostly activators | AID 504466, 2011 | HEK293T ELG1-luciferase reporter, luminescence, 16 h; further: % of control where 0% means no effect; nearly all actives have a fitted effect of over 60% in size
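Reporter readout depends on ELG1 protein level, which increases with genetic stress. After 16 hr compound exposure at 37 °C, luciferase activity was quantified using ONE-Glo.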
uPA surface inh = qHTS for Inhibitors of Cell Surface uPA Generation; cell surface uPA generation assay, qHTS; 0.31% of 330,000 active; Potency, µM (doses to about 38.3 µM), inactives show at the top dose activity change, negative = inhibition, usual class: inhibitors; AID 540303, 2011; active means well fitted inhibition curve with a large enough effect; inconclusive means small, poorly fitted or top-dose-only effect; inactive means no such curve, though single readings can be large or run the other way; tested in mouse RAW 264.7 cells; further: on the % scale 0 is the no-effect control and ±100 the full control effect; nearly all actives have a fitted effect of over 55% in size
BRCA1 expr act = qHTS Assay to Identify Small Molecule Activators of BRCA1 Expression | MCF7-BRCA1-FFLuc reporter, luminescence, 48 h; response scale: scaled: vehicle 0%, 10 µM genistein 100% | Potency, µM (top dose mostly 46.1 µM), without a hit: at the highest dose activation, actives largely listed as activators | 1.1% of 380,000 active | AID 624202, 2012; further: nearly all actives have a fitted effect of over 80% in size; some results filed as inactive show a strong effect at the top dose
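MCF7 cells carrying a BRCA1-firefly luciferase reporter (2000 cells/well, phenol-red free MEM) were attached for 2 h at 37 °C, then given compounds for 48 h. Luminescence was read 15 min after luciferase reagent; activity normalized to genistein (10 microM) and DMSO.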
An asterisk follows results filed as active; ? = inconclusive; . = no result given; & = joins results of further samples; [ ] = remark or other dose. Unless noted, the call rests on the fitted dose curve; in most records, active means well fitted curve in the direction sought with a large enough effect; inconclusive means small, poorly fitted or top-dose-only effect, or another doubt; inactive means no such curve, though single readings can be large; an effect the other way counts as inactive or inconclusive. Potency means the concentration at half of the fitted maximal effect.

SMILES	FLuc counter	p53 reactivator	NPC1 prom act	VP16 counter	RORg inh	Rab9 promoter act	MBNL1 CUG block	ELG1 genotoxic	uPA surface inh	BRCA1 expr act
Cc1cc(Br)c2c(c1)C(O)(N1CCCCC1C)C(=O)N2 (stereo not given)	5%	-9%	-3%	0%	-8%	-3%	?	1%	2%	-20%
CC1CCCCC12NC(=O)N(CC(=O)NCc1ccc3c(c1)OCO3)C2=O (stereo not given)	-1%	-5%	-4%	-6%	15%	-8%	-14%	6%	6%	4%
Cc1ccc(Nc2nc(N)nc(CN3CCCCCC3)n2)c(C)c1	0%	-4%	-1%	-2%	7%	-4%	-1%	-1%	3%	-27%
Cc1ccc(CC(C(=O)O)C(C)C(=O)Nc2ccc(F)cc2)cc1 (stereo not given)	0%	5%	-3%	-13%	3%	1%	-4%	-1%	4%	-3%
Cc1ccc(C(=O)NC(C)(COc2nonc2C)COc2nonc2C)cc1	1%[2.3 µM]	-1%	-2%	14%	-6%	-3%	-1%	-4%	7%	2%
CC1CN(c2nc3c(c(=O)n(Cc4ccc(Cl)c(Cl)c4)c(=O)n3C)n2C)CC(C)O1 (stereo not given)	9%	5%	-4%	-6%	18%	-1%	0%	-20%	-5%	-64%
Cc1ccc(C(=O)O)cc1NC(=S)NC(=O)c1ccc(COc2ccccc2)cc1	12µM*	12%	2%	-11%	?	7%	1%	1%	-11%	42%
O=C(O)C1C2C=CC(O2)C1C(=O)Nc1ccccc1C(F)(F)F (stereo not given)	3%	7%	-1%	?	-147%	-2%	3%	0%	-8%	-19%
CCN(C(=O)Cn1c(=O)oc2ccccc21)C1CCS(=O)(=O)C1 (stereo not given)	0%	3%	0%	6%	-8%	9%	8%	-6%	-3%	-9%
Cc1cc(CN2CCCC(C(=O)Nc3ccc(-c4nc5ccccc5[nH]4)cc3)C2)n[nH]1 (stereo not given)	15µM*	?	?	0%	3%	?	-6%	19%	-1%	?
CCOc1ccccc1OCCOc1cccc(C(F)(F)F)c1	1%	8%	-1%	0%	12%	4%	4%	1%	7%	12%
CN(CC(=O)Nc1ccc(Cl)c(C(F)(F)F)c1)C(=O)/C=C/c1cccs1	-2%	18%	-3%	.	.	0%	.	-9%	-7%	-42%
CCOc1ccc(CCNC(=O)c2sc3nc4n(c(=O)c3c2C)CCC4)cc1	-7%	2%	-5%	0%	30%	3%	0%	-3%	-4%	0%
CCCCNC(=O)COC(=O)c1cc(Br)ccc1Cl	2%	-2%	-2%	2%	0%	-3%	-3%	-5%	4%	-7%
Cc1c(C(=O)OCC(=O)N2CCCC2)cccc1[N+](=O)[O-]	-4%	?	-4%	28%	15%	-3%	23%	7%	3%	28%
O=C(CNC(=O)c1ccc(S(=O)(=O)N2CCCC2)cc1)N/N=C/c1ccccc1Cl	8%	-3%	-5%	-7%	?	0%	2%	-2%	-4%	-12%
COc1ccc(N2C(=O)CC(NCc3ccncc3)C2=O)cc1 (stereo not given)	1%	3%	-3%	14%	3%	1%	?	-2%	1%	3%
Cc1sc2ncnc(N3CCC(C(=O)Nc4ccc(Cl)c(Cl)c4)CC3)c2c1C	3%	-11%	-3%	.	.	2%	.	-7%	-10%	-14%
CC(C)(C)CN1CCN(Cc2c[nH]c3ccccc23)CC1CCO (stereo not given)	2%	.	3%	-5%	11%	0%	-9%	-3%	?	-23%
COCCN(C(=O)COC(=O)CCOc1ccccc1C)c1c(N)n(Cc2ccccc2)c(=O)[nH]c1=O	5%	-2%	2%	.	.	1%	.	2%	9%	-7%
OC(CCN1CCCC1)(c1ccccc1)C1CCCCC1 (stereo not given)	-2%	-1%	-8%	6%&4%	11%&21%	-4%	-12%	-1%	20%	23%
O=C(O)c1ccc(/C=N/N2CCN(Cc3ccccc3)CC2)cc1	-9%	-3%	-3%	19%	2%	1%	-1%	1%	1%	-3%
CCOC(=O)N/N=C(\C)c1ccc(Oc2ncccn2)cc1	-3%	-1%	-8%	-11%	-15%	-3%[1.84 µM]	-5%	-1%	15%	10%
CC1CC2(CCCCC2)Nc2c1ccc1ccccc21 (stereo not given)	9%	?	-4%	-4%	?	4%	?	-1%	4%	-6%
CCOCCCNC(=O)c1cc(=O)n(Cc2cccc(C)c2)c2ccccc12	-5%	-6%	-6%	5%	15%	0%	-11%	-4%	-15%	-64%[inhibitor]
C/C(=N\NC(=O)Cc1ccc(Br)cc1)c1cccnc1	0%	1%	-3%	-6%	19%	3%	-6%	11%	-5%	-3%
O=C(Cc1cccc2ccccc12)N/N=C/c1ccc2cccc(O)c2n1	?	3%	-1%	?	13µM*	-6%	4%	-6%	-3%	-9%
CCCCC(O)(CCCC)C(=O)N/N=C(\C)c1ccc(Cl)cc1	0%	1%	-1%	1%	-14%	-4%	-10%	-1%	1%	-42%
CCN(CC(=O)Nc1c(F)cccc1F)C(=O)C1CCC1	1%	10%	-1%	.	.	-2%	.	0%	-5%	9%
O=C(COC(=O)CSc1ccc([N+](=O)[O-])cc1)NCCC1=CCCCC1	-6%	6%	-3%	.	.	1%	.	0%	1%	-7%
N/C(=N\OC(=O)CCCOc1ccccc1)c1ccncc1	-2%	4%	0%	-2%	18%	-4%	-3%	1%	3%	-2%
CC(C(=O)Nc1ccc(C#N)cc1)N(C)CC(=O)Nc1cccc(F)c1 (stereo not given)	-3%	-2%	-2%	9%	24%	-13%	-14%	-6%	-9%	18%
O=C(Cc1nnc(NC(=O)c2ccccc2)s1)N/N=C/c1cccc(O)c1	-20%	-6%	-1%	-3%	11%	1%	7%	-2%	2%	-21%
Cc1ccc2nc(N3CCN(C(=O)c4ccco4)CC3)c3nncn3c2c1	?	5%	25%	10%	38%	16%	7%	8%	1%	25%
CN1CCc2c1nc1ccccc1c2N=C1CCCN1Cc1ccccc1	3%	-5%	-2%	1%	-20%	-5%	-21%	-5%	-15%	-10%
CCCCN(C)C(=O)c1cccc(OC2CCN(CC(C)(C)C)CC2)c1	-5%	0%	8%	-14%	-32%	4%	-7%	-2%	-7%	-17%
CC1(C)CC(=O)C=C(NCc2cccs2)C1	0%	4%	6%	-1%	1%	7%	1%	-2%	-2%	-1%
O=C1OC(Nc2nc(-c3ccc(F)cc3)cs2)c2ccccc21 (stereo not given)	-3%	-14%	-17%	-9%	-14%	-16%	8%	5%	-14%	-62%
CCOC(=O)c1c(NC(=O)c2ccc(N3C(=O)[C@@H]4[C@H](C3=O)[C@H]3C=C[C@@H]4C3)cc2)sc2c1CCCC2	6%	-15%	-9%	?	19%	-2%	?	-10%	12%	-2%
CCN(CC)CCCNC(=O)Cn1cnc2sc(C)c(S(=O)(=O)N3CCC(C)CC3)c2c1=O	1%	1%	-3%	7%	-8%	0%	2%	17%	1%	-4%
Cn1nc(C(=O)Nc2ccc(Cl)c(S(=O)(=O)N3CCOCC3)c2)c2ccccc2c1=O	1%	-6%	-1%	.	.	-3%	.	3%	-3%	-14%
CCOc1ccc(-c2csc(NC(=O)c3cccc(N4C(=O)CCC4=O)c3)n2)cc1	9.5µM*	5%	-4%	2%	-19%	-6%	57%[activator]	-2%	-2%	10%
O=C(NNC(=S)NC(=O)c1ccccc1)c1cccc([N+](=O)[O-])c1	-5%	0%	-1%	11µM*	7.9µM*	1%	?	-1%	-16%	-52%
Clc1cccc(-c2ccc(/C=N/n3cnnc3)o2)c1Cl	-5%	-25%	0%	-9%	14%	-2%	11%	-3%	6%	-20%
COc1cc(S(=O)(=O)n2cnc3ccccc32)ccc1Br	-6%	5%	-2%	-3%	11%[1.91 µM]	1%	-1%	0%	8%	5%
Oc1ccc(Nc2nc(-c3cccnc3)cs2)cc1	9.5µM*	?	21%	-14%	23%[1.91 µM]	1%	13%	?	-6%	39%
CC1CCN(CCCN2C(=O)C3C(C(=O)Nc4ccc(Cl)cc4)C4C=CC3(O4)C2C(=O)NC2CCCCC2)CC1 (stereo not given)	1%	5%	1%	-15%	7%	-5%	-5%	0%	-4%	-36%
COc1cc(C2c3[nH]c4ccccc4c3C[C@H]3C(=O)N(C4CC4)CC(=O)N23)ccc1OC(C)C (stereo not given in full)	-1%	-10%	-2%	-3%	38%	-1%	-1%	4%	-7%	-2%
c1ccc(-n2ncc3c(N4CCN(c5ccccn5)CC4)nc(N4CCCCC4)nc32)cc1	0%	2%	0%	1%	9%	-3%	-1%	1%	.	.

Individual results from the list.
VP16 counter with Oc1ccc(Nc2nc(-c3cccnc3)cs2)cc1 → -14%
FLuc counter with c1ccc(-n2ncc3c(N4CCN(c5ccccn5)CC4)nc(N4CCCCC4)nc32)cc1 → 0%
